A549 tox = Nrf2 qHTS screen for inhibitors: counterscreen for cytotoxicity; A549 ARE-Fluc cells, CellTiter-Fluor viability, 18-24 h; Potency, µM (doses to about 46 µM), without a hit: top-dose activity change, negative = cytotoxicity, actives largely listed as inhibitors; 390,000 compounds, 0.16% hits; further: potency means the concentration at half of the fitted maximal effect; on the % scale 0 is the no-effect control and ±100 the full control effect
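A549 ARE-Fluc cells in 5% FBS OPTI-MEM, 5000 cells/well, rested 2 h then exposed to compounds in concentration-response for 18-24 h at 37 °C. Viability by CellTiter-Fluor fluorescence (Ex 405/Em 525) after 30 min; luciferase luminescence (BugLite, 15 min, RT) read afterwards.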
TGFb SMAD3 inh = qHTS for Inhibitors of TGF-b | Potency, µM (highest dose often 46.1 µM), for inactives: top-dose activity, negative = inhibition, most hits filed as inhibitors | AID 588855, 2011 | 410,000 compounds, 1.2% hits | HepG2 CAGA-GFP TGF-b/SMAD3 reporter, GFP fluorescence, 18 h; TGF-beta stimulated, 500 pg/mL final; further: potency means the concentration at half of the fitted maximal effect; on the % scale 0 is the no-effect control and ±100 the full control effect; nearly all actives have a fitted effect of over 65% in size
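Cell-based qHTS in HEPG2 carrying a CAGA-GFP Smad reporter; compounds added before 500 pg/mL final TGF-beta, 18 h incubation at 37 degrees C, GFP fluorescence quantified per cell by imaging cytometry.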
Nrf2 block = Nrf2 qHTS screen for inhibitors. 360,000 compounds, 2.1% hits. Potency, µM (doses to about 46 µM), for inactives: at the highest dose activity change, negative = inhibition, hits mostly inhibitors. A549 ARE-Fluc reporter, luciferase luminescence, 18-24 h; further: potency means the concentration at half of the fitted maximal effect; on the % scale 0 is the no-effect control and ±100 the full control effect; nearly all actives have a fitted effect of over 60% in size
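A549 ARE_Fluc cells (5000/well, 5% FBS OPTI-MEM) pre-incubated 2 h, then treated with compounds 18-24 h at 37C/5% CO2 in concentration-response. CellTiter-Fluor viability read first; BugLite luciferase luminescence after 15 min at room temperature gives Nrf2 activity.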
ATXN2 expr inh = Primary qHTS for Inhibitors of ATXN expression; HEK-293 ATXN2-luciferase reporter, luminescence, 24 h; Potency, µM (top dose mostly 57 µM), inactives show top-dose activity change, negative = inhibition, actives largely listed as inhibitors; 360,000 compounds, 0.72% hits; AID 1745845, 2022; further: potency means the concentration at half of the fitted maximal effect; on the % scale 0 is the no-effect control and ±100 the full control effect; nearly all actives have a fitted effect of over 55% in size
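qHTS (up to 57 uM final) was run with 24 h compound exposure of reporter cells at 37 °C. Each well was multiplexed: SteadyGlo luminescence measured ATXN2-luciferase expression after a fluorogenic Gly-Phe-AFC viability readout (25 uM final).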
EPAC2 ag = qHTS for Agonist of cAMP-regulated guanine nucleotide exchange factor 4 (EPAC2): primary screen | Rap guanine nucleotide exchange factor 4 (Homo sapiens), Q8WZA2 | EPAC2 activation, biochemical qHTS; response scale: 100% = 6.5 mM cAMP response | Potency, µM (series often up to 154 µM), without a hit: at the top dose activation, most hits filed as activators | 360,000 compounds, 0.079% hits; further: potency means the concentration at half of the fitted maximal effect; nearly all actives have a fitted effect of over 50% in size
Target sequence (Q8WZA2 whole entry, looked up): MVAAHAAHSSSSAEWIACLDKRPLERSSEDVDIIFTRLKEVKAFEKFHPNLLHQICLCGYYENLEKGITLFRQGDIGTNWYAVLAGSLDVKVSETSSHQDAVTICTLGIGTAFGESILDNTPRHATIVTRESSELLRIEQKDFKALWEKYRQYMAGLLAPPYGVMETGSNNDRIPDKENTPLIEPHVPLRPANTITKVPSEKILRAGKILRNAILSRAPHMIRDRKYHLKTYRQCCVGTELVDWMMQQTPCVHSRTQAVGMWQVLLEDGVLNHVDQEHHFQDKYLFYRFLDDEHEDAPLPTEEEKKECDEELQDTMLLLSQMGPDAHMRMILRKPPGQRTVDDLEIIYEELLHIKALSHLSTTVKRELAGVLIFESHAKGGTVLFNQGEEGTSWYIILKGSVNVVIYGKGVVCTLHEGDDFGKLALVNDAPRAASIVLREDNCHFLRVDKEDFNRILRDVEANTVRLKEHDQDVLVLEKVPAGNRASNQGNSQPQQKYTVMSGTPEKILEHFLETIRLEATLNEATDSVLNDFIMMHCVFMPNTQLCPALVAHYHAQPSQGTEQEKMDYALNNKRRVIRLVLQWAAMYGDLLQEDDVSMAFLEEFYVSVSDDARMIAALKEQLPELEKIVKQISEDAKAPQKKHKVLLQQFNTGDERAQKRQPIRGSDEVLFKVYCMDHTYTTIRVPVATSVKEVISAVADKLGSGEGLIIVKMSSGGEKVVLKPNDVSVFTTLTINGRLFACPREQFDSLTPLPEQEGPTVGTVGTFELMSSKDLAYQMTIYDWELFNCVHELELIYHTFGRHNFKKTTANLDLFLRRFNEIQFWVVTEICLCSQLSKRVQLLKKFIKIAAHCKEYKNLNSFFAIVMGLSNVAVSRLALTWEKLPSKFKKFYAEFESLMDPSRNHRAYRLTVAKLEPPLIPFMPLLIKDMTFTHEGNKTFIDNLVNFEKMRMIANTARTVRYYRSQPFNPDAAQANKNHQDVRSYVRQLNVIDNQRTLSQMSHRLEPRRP
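Exchange assay: 100 nM EPAC2 with 250 nM Rap1B-BODIPY-GDP and 50 uM GDP. Fluorescence (ex 480/em 540 nm) read every 5 min for 30 min at room temperature. Data normalized to 6.5 mM cAMP as agonist control.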
ATXN viability = Viability Counterscreen for Primary qHTS for Inhibitors of ATXN expression | S2 cells (HEK-293 line with an ATXN2-luciferase reporter) viability, CellTiter-Fluor protease fluorescence, 24 h | Potency, µM (top dose mostly 56.7 µM), most hits filed as cytotoxic | 400,000 compounds, 0.49% hits | AID 651635, 2014; further: potency means the concentration at half of the fitted maximal effect; nearly all actives have a fitted effect of over 40% in size
Nrf2 activator = qHTS of Nrf2 Activators; 410,000 compounds, 0.31% hits; Potency, µM (top dose mostly 46.1 µM), inactives show top-dose activation, most hits filed as activators; AID 624171, 2012; AREc32 ARE-luciferase reporter (MCF7-derived line), luminescence, 24 h; further: potency means the concentration at half of the fitted maximal effect; % of control where 0% means no effect; nearly all actives have a fitted effect of over 65% in size
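For detection, Steady-Glo was added and plates sat 30 min at RT; before that, AREc32_Fluc cells grown overnight in OPTI-MEM/5% FBS had been treated with 23 nL compound for 24 hr at 37 deg C.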
HepG2 viability = qHTS for Inhibitors of TGF-b: Cytotox Counterscreen; AID 588856, 2011; HepG2 CAGA-GFP viability, ATP luminescence, 18 h; Potency, µM (series often up to 46.1 µM), for inactives: at the top dose activity change, negative = cytotoxicity, most hits filed as cytotoxic; 410,000 compounds, 0.76% hits; further: potency means the concentration at half of the fitted maximal effect; some results filed as inactive show a strong effect at the top dose
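CellTiter-Glo luminescence gave cytotoxicity after 18 hours at 37 degrees C. The cells were HepG2 CAGA-GFP in 1% FBS DMEM, stimulated with 500 pg/mL TGF-beta after compound addition. %Activity was normalised to no-cell wells (complete cell-killing) and DMSO (no toxicity), and curves were fitted and classified.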
IL2 activator = qHTS of IL-2 Activators. IL-2 activation reporter assay, cell-based qHTS; stimulated with anti-CD3/CD4/CD28 beads; in transgenic mouse T cells. activation, % (series mostly up to about 46 µM). 360,000 compounds, 0.065% hits; in the data active means activation above about 50%; inconclusive means mostly about 30% to 49%; further: 0% is about no effect
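Unstimulated transgenic mouse T cells; 60-min compound exposure; bead-based TCR/CD4/CD28 stimulation; 18 h culture, 37 degrees C; dual fluorescence (EGFP, DsRed) plate cytometry.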
Starred values were filed as active, the others as inactive; i = inactive; u = inconclusive; x = not tested or not shown; [ ] = dose if it differs, or a comment. Unless noted, the call rests on the fitted dose curve; in most records, active means well fitted curve in the direction sought with a large enough effect; inconclusive means small, poorly fitted or top-dose-only effect, or another doubt; inactive means no such curve, though single readings can be large; an effect the other way counts as inactive or inconclusive.

SMILES	A549 tox	TGFb SMAD3 inh	Nrf2 block	ATXN2 expr inh	EPAC2 ag	ATXN viability	Nrf2 activator	HepG2 viability	IL2 activator
Cc1ccc(CN2CCC(CNC(=O)c3ccc(NC(=O)C4=CSCCO4)cc3)CC2)cc1	2%	-14%	0%	x	1%	i	8.9%	-34%	0.8
CC(=O)Nc1ccc(N(C(=O)c2ccco2)C(C(=O)NC2CCCCC2)c2ccccc2)cc1 (centres undefined)	4%	15%	3%	22%	12%	i	-0.1%	2%	3.8
CC1(C)C(=O)OC(c2cc(Br)ccc2O)C(C)(C)C1=O (centres undefined)	-12%	0%	u	-4%	12%	i	0.0%[9.22 µM]	-29%	0.7
COC(=O)c1ccc(NC(=O)CSc2nn3c(=O)c(C)nnc3s2)cc1	10%	-15%	12%	2%	9%	i	3.0%	-7%	-3.4
O=C(Nc1ccc(/C=C/c2nc3ccccc3o2)cc1)c1c(F)cccc1F	-14%	-4%	x	19%	4%	u	-0.1%	-35%	0.4
COc1ccc(C(=O)NCC2(c3ccccc3)CCOCC2)cc1[N+](=O)[O-]	7%	4%	-7%	1%	0%	i	-0.6%	1%	-0.9
O=C(Nc1ccc(O)c2c(=O)cc(-c3cccc(Cl)c3)oc12)c1ccc(F)cc1	-1%	-1%	6%	3%	6%	i	0.0%	-20%	-0.7
O=C(NC(=S)NCCC1=CCCCC1)c1cncc(Br)c1	1%	u	3%	20%	18%	i	0.5%	-52%	9.7
COc1ccccc1C(CNC(=O)CCNC(=O)c1ccccc1Cl)N1CCCC1 (centres undefined)	2%	-27%	0%	2%	5%	i	-0.7%	-4%	0.2
CSc1ccccc1NC(=O)COC(=O)CCCOc1ccc(C)cc1	5%	5%	-11%	10%	16%	i	-0.8%	-9%	3.9
O=C(CCc1nnc2ccc(NCc3ccco3)nn12)Nc1ccc(F)cc1	5%	10%	6%	7%	1%	i	u	-9%	-3.5
CC(C)(C)NC(=O)NC(=O)CN1CCCc2ccccc21	9%	3%	1%	-8%	2%	i	1.9%	-5%	1.3
Cc1cc(C(=O)NN=C(Cc2ccccc2)Cc2ccccc2)c(C)o1	-6%	8%	1%	4%	2%	i	2.8%	-8%	-0.9
CCOc1ccc(N(CC)C(=O)c2cc3c(=O)oc4ccccc4c3s2)cc1	-11%	1%	5%[9.27 µM]	12%	x	i	-1.1%	5%	x
Cc1cc(-c2ccc3ccccc3c2)n2ncnc2n1	0%	22%	10%	-32%	3%	i	0.6%	4%	1.5
COc1ccc(C(=O)OCC(=O)Nc2cccc(C(C)=O)c2)c(OC)c1OC	2%	10%	5%	-21%	7%	i	-0.4%	18%	-0.4
Cc1nn(CC(=O)NC2CCC(C)CC2)c(=O)c(C#N)c1C (centres undefined)	-8%	-1%	0%	2%	4%	i	0.0%	13%	-1.7
CCn1c(=O)c2cc(C(=O)N3CCOCC3)sc2c2ccccc21	-11%	2%	-10%	3%	-4%	i	0.1%	-5%	-2.9
COc1ccc(C(=O)N2CCN(Cc3ccccc3)CC2)cc1[N+](=O)[O-]	u	-14%	-30%	x	0%	i	0.4%	-18%	-0.3
O=C(CSc1nnc(SCc2ccc(Cl)cc2)s1)c1ccc2c(c1)OCO2	0%	u	-5%	4%	1%	i	0.5%	-19%	0.3
CC/C(=C\c1ccc(Cl)cc1)c1ccncc1	0%	-14%	11%	-1%	24%	i	0.4%	-3%	-5.5
COc1ccccc1C(c1nnnn1C1CCCC1)N1CCN2CCCC2C1 (centres undefined)	3%	-3%	4%	0%	3%	i	-0.1%	0%	-1.3
CCC(CO)Oc1cc(NC(=O)c2ccc(Cl)cc2)c2ncn(C(C)C)c2c1 (centres undefined)	1%	9%	2%	6%	-6%	i	-0.6%	6%	-0.8
CN(C(=O)Cn1cc([N+](=O)[O-])ccc1=O)C1CCCCC1	4%	8%	6%	0%	4%	i	-0.8%	0%	0.0
CC(=O)c1cccc(NC(=O)c2cc(C)nn2-c2ccccc2)c1	-2%	-9%	11%	33%	-2%	i	2.8%	-7%	-2.6
CCOC(=O)C1=C(C)C(c2ccccc2OC)NC(=O)N1 (centres undefined)	3%	-24%	-1%	-5%	2%	i	0.3%	2%	0.0
Cc1ccc2c(c1)N(CC(=O)NC1CCCC1)C(=O)CO2	1%	2%	2%	-12%	11%	i	-0.5%	-7%	-5.0
Cc1cc(NC(=O)CSc2ccc3nnc(-c4cccs4)n3n2)no1	-2%	-11%	-6%	-6%	-4%	i	11%	-5%	-4.7
Cc1ccc(NS(=O)(=O)c2cc(C(=O)N3CCOCC3)ccc2C)cc1C	-4%	19%	x	-33%	7%	i	-0.6%	-4%	1.5
CC(=O)Nc1cccc(C(=O)/C=C/c2ccc(Br)cc2)c1	u	u	u	u	15%	x	u	-38%	-0.8

As entered above.
CCC(CO)Oc1cc(NC(=O)c2ccc(Cl)cc2)c2ncn(C(C)C)c2c1 (centres undefined) @ EPAC2 ag: -6%
CC(=O)Nc1cccc(C(=O)/C=C/c2ccc(Br)cc2)c1 @ EPAC2 ag: 15%

(continued)
SMILES	A549 tox	TGFb SMAD3 inh	Nrf2 block	ATXN2 expr inh	EPAC2 ag	ATXN viability	Nrf2 activator	HepG2 viability	IL2 activator
Cc1ccnc(NS(=O)(=O)c2ccc(NS(=O)(=O)c3ccc([N+](=O)[O-])cc3)cc2)n1	2%	-9%	0%	-5%	6%	i	-0.6%	15%	-3.3
Cc1cc(C)n2nc(-c3ccco3)nc2n1	1%	-2%	5%	-5%	2%	i	13µM*	-31%	-0.2
CC(Sc1nc(N2CCOCC2)c2c(c1C#N)CC(C)(C)OC2)C(=O)O (centres undefined)	0%	0%	-1%	12%	7%	i	-1.1%	0%	0.3
COc1ccc(CCNC(=O)COC(=O)/C=C/c2ccc(OCC#N)c(OC)c2)cc1	-7%	-3%	10%	1%	1%	i	-0.1%	6%	-2.5
O=C(Nc1ccc(Cl)cc1)c1cc2c(Cl)nc3ccccc3c2s1	9%	23%	1%	11%	x	i	0.2%	5%	x
CC1(C)CC(NC(=O)c2cccc(Cl)c2)CC(C)(C)N1	-3%	-13%	7%	-8%	3%	i	-0.3%	16%	1.5
CCOc1cc(C2C3=C(CC(C)(C)CC3=O)OC3=C2C(=O)CC(C)(C)C3)cc([N+](=O)[O-])c1O	-2%	-5%	2%	-14%	12%	u	0.8%	10%	2.8
CC(C)(C)NC(=O)C(c1cccnc1)N(C(=O)c1ccc(Cl)nc1)C1CCCC1 (centres undefined)	-4%	-26%	-8%	-10%	2%	i	0.0%	17%	0.4
COc1ccc(CN(Cc2ccccn2)C(=O)CN2C(=O)COc3ccccc32)cc1	1%	-1%	-1%	-6%	12%	i	0.1%	-10%	-3.3
N/C(COc1cccc(Cl)c1)=N\NS(=O)(=O)c1ccccc1	15%	-9%	6%	1%	1%	i	0.2%	3%	8.2
CCOC(=O)c1ccc(CN(Cc2ccc(Cl)cc2Cl)S(=O)(=O)c2ccc(F)c(C)c2)cc1	-4%	-3%	x	x	x	x	2.1%	0%	x
COc1ccccc1NS(=O)(=O)c1ccc(C)c(NC(=O)C2CCCO2)c1 (centres undefined)	2%	10%	6%	x	6%	i	-0.8%	-11%	1.4
CC(C)CC(=O)Nc1ccc(C(=O)OCc2cc(=O)n3nc(C4CCCCC4)sc3n2)cc1	2%	8%	x	x	x	x	-0.8%	0%	x
Cc1ccc(C)c(S(=O)(=O)C(C#N)c2nc3ccccc3nc2N2CCOCC2)c1 (centres undefined)	-20%	0%	u	-12%	-3%	i	-0.2%	-15%	-3.1
OCCCNc1ncnc2c1ncn2[C@H]1CN(Cc2ccc3c(c2)OCO3)C[C@@H](CO)O1	x	12%	x	-5%	8%	i	-0.6%	-19%	0.4
C/C=C/c1cccc(-c2nc(C(=O)N3CCCCC3)cc3c2[C@H](CCO)N(C(=O)NC(C)C)C3)c1	x	x	x	-16%	9%	u	0.4%	x	-0.3
COc1ccc(C)cc1NC(=O)CN1c2cccc3cccc(c23)S1(=O)=O	0%	6%	u	-15%	1%	i	0.0%	-1%	0.0
CC(=O)c1cccc(Nc2cc(C)nc3ccc(C)cc23)c1	-3%	u	-5%	-19%	12%	i	3.9%	-30%	0.9
COc1ccc(NC(=O)CSCCc2ccccn2)cc1OC	-13%	1%	21%	32%	6%	i	-0.3%	15%	-0.5
O=C(Nc1cc(C2CC2)nn1-c1ccccc1)c1ccc(F)cc1	-5%	-1%	4%	-9%	1%	u	-0.1%	-3%	0.0
CCOc1ccc(C(=O)Nc2c(C(=O)N3CCC(N4CCCCC4)CC3)oc3ccccc23)cc1	5%	-12%	-19%	6%	19%	i	3.2%	-32%	-2.9
Cc1ccc(NC(=O)CCCCCNS(=O)(=O)c2ccc(C)cc2)cc1	-12%	-8%	-8%	-4%	-2%	i	0.3%	0%	-2.2
O=c1c2ccccc2[nH]c(=S)n1Cc1ccccc1	1%	-10%	-7%	-20%	3%	i	0.0%[9.22 µM]	-10%	0.5
COc1ccc(CCNC(=O)Nc2ccc3c(c2)c(=O)n(C)n3C)cc1OC	x	-2%	x	14%	8%	i	-0.2%	1%	0.4
CCc1ccc(NC(=O)CSc2nnnn2-c2cccnc2)cc1	1%	2%	-17%	0%	-4%	i	2.0%	-24%	-1.9

Assay outcomes deposited in PubChem by National Center for Advancing Translational Sciences (NCATS).
